# GCN5L2 inh: blocks human GCN5L2 histone acetyltransferase. GCN5L2 HAT assay, ThioGlo1 CoA-SH fluorescence. Potency, µM (doses to about 58.9 µM), without a hit: top-dose activity change, negative = inhibition, usual class: inhibitors. actives 0.21% (n = 390,000). Q92830
# Target sequence (Q92830 whole entry, looked up): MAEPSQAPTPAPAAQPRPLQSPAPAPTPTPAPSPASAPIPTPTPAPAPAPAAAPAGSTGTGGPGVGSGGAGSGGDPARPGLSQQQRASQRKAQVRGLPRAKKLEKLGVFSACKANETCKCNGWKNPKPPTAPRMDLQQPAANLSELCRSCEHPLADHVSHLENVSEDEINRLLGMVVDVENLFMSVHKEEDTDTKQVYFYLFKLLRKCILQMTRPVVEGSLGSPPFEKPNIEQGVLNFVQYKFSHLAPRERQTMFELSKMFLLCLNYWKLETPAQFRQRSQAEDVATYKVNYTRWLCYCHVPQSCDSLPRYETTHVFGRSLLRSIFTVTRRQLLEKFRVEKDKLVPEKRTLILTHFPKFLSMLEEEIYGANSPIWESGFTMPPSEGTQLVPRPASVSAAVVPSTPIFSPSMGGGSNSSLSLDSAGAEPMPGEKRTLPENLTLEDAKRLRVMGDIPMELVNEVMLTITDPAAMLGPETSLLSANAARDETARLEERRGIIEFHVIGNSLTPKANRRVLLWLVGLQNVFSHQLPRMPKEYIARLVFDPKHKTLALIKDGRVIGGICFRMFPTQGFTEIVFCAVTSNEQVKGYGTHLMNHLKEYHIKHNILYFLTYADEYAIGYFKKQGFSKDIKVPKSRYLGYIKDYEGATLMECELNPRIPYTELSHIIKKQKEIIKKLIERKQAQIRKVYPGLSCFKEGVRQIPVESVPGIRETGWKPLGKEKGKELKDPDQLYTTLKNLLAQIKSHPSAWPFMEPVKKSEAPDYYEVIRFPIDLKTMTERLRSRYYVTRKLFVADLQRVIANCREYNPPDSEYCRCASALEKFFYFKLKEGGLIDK
#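 GCN5L2 (20 nM) in 50mM HEPES pH 7.5, 0.1mM EDTA, 0.01% Tween-20 preincubated 15 min with compounds at room temperature. Reaction started with H3(1-25) 75uM, acetyl-CoA 70uM, ThioGlo1 50uM; CoA-thiol fluorescence (Ex340/Em540) read at 0 and 20 min.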
# FEN1 inh: blocks human flap endonuclease 1; Recombinant FEN1 flap cleavage, fluorescence, 15 min; Potency, µM (series often up to 114 µM), without a hit: at the highest dose activity change, negative = inhibition, actives largely listed as inhibitors; actives 0.35% (n = 390,000); AID 588795; further: nearly all actives have a fitted effect of over 65% in size
#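 Potency values derive from four-parameter Hill fits of normalized qHTS data. The reaction used 10 nM FEN1 preincubated 15 min at room temperature with compound, then 50 nM DNA substrate, read at 0 and 15 min.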
# DT40 TDP1 CPT: DT40-hTDP1 cell growth loss with CPT | actives 12% (n = 420,000) | AID 686979 | Potency, µM (doses to about 46.2 µM), for inactives: at the top dose activity change, negative = growth inhibition, most hits filed as inhibitors | chicken DT40 Tdp1-/-;hTDP1 cells + 20 nM CPT, ATP luminescence, 48 h; further: nearly all actives have a fitted effect of over 55% in size
#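 Cell growth measured by CellTiter-Glo luminescence after a minimum 48 h, 37 C compound exposure with 20 nM CPT in Tdp1-knockout DT40 cells stably expressing hTDP1, seeded 400/well; qHTS titration format.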
# Numbers without * were called inactive; ? = inconclusive; . = not tested or not shown; & = joins results of further samples; [ ] = another dose, or the depositor's remark. The call rests on the fitted dose curve; in most records, active means well fitted curve in the direction sought with a large enough effect; inconclusive means small, poorly fitted or top-dose-only effect, or another doubt; inactive means no such curve, though single readings can be large; an effect the other way counts as inactive or inconclusive. On the % scale 0 is the no-effect control and ±100 the full control effect; potency means the concentration at half of the fitted maximal effect. The list is partial; count on the stated rates, not on these rows.
SMILES,GCN5L2 inh,FEN1 inh,DT40 TDP1 CPT
COc1ccc(OCc2cccc(C(=O)N3CCCC3)c2)cc1,0%,-5%,-16%
Cc1c(C(=O)N(Cc2ccc(F)cc2)C2CCS(=O)(=O)C2)oc2ccccc12 (configuration not stated),-1%,-15%,?
Cc1ccc(Cn2c(C)c3cnn(CC(=O)NCc4ccccn4)c(=O)c3c2C)cc1,-1%,4%,?
Nc1n[nH]c(-c2ccccc2)c1-c1ccccc1,-2%,0%,-23%
CCOc1ccccc1NC(=O)c1ccc(NC(=O)C2CCCO2)cc1 (configuration not stated),1%,4%,-1%
COc1ccc(CCNc2oc(COc3ccc(F)cc3)nc2C#N)cc1,-7%,-3%,18µM*
COc1ccc(OCCCC(=O)N2CCCc3ccccc32)cc1,0%,-12%,?
O=C(CCCc1nc2ccccc2s1)NCc1ccccc1,-5%,-2%,-27%
CCNc1ncc2nc(-c3ccc(Cl)cc3)c(=O)n(Cc3cccs3)c2n1,-7%,.,-18%
Cc1ccc(C)c(N2CCN(CCCNC(=O)Cn3ncc4c([nH]c5ccccc54)c3=O)CC2)c1,-7%,0%,15µM*
COc1ccc(C(=O)NCCc2nnc3ccc(SCC(=O)NCc4ccc(F)cc4)nn23)cc1,?,10%,-20%
COc1ccc(Cl)cc1NC(=O)Cn1c(=O)n(Cc2ccco2)c(=O)c2ccc(C(=O)NC3CCCC3)cc21,-1%,22%,-8%
O=[N+]([O-])c1ccccc1-c1nc(-c2ccc(Br)o2)no1,-3%,-20%,-28%
Cc1ccc(C(=O)COC(=O)CCCC(=O)Nc2cc(C(F)(F)F)ccc2Cl)cc1C,-13%&-1%,-4%&-19%,?
COC(=O)CSc1nc2sccc2c(=O)n1-c1ccccc1,-4%,-1%,4%
O=C(CSc1nnc(COc2cccc3cccnc23)o1)N1CCCC1,-15%,8%,-4%
COc1ccc(NC(=O)CC2C(=O)N(c3ccccc3)C(=O)N2CCC2=CCCCC2)cc1 (configuration not stated),-7%,-18%,?
O=C(Nc1sc2c(c1C(=O)c1ccc(Cl)cc1)CCCC2)c1cccnc1,-13%,?,-29%
CCC(=O)OC1(C)C(=O)C=C2C=C(CCCC(=O)OC)OC=C2C1=O (configuration not stated),.,?,?
CCn1c(=N)c(S(=O)(=O)c2ccccc2)cc2c(=O)n3ccccc3nc21,1%,-2%,-1%
COc1cccc(NC(=O)Cc2nc(-c3ccccc3)sc2-c2ccc(C)cc2)c1,-8%,9%,?
CCOC(=O)CNc1c(-c2ccc(O)cc2)nc2ccc(Cl)cn12,0%,-21%,?
CCOc1nc(-c2ccc(Cl)cc2)nc2ccccc12,-4%,-7%,3%
Cc1cc(/C=C2/C(=N)N3C(c4ccccc4)=CSC3=NC2=O)c(C)n1-c1ccccc1,-12%,-5%,13µM*
Cc1cc2[nH]c(=O)c(=O)[nH]c2cc1S(=O)(=O)Nc1cccc(C(F)(F)F)c1,-5%,11%,1%
Cc1oc(-c2ccccc2Cl)nc1CS(=O)CC(=O)NCc1ccco1 (configuration not stated),0%,18%,2%
CC1NC(=O)N(C)C2NC(=O)N(C)C(c3ccccc3)C12 (configuration not stated),2%,2%,-15%
COc1ccc(NC(=S)NC(=O)c2csnn2)cc1,-10%,12%,2%
Clc1ccc(-c2nnnn2-c2ccc(Cl)cc2)cc1,-2%,8%,-9%
O=C(COC(=O)CNC(=O)c1cccs1)Nc1ccc(C(F)(F)F)cc1[N+](=O)[O-],-1%,-10%,0%
CC(=O)Nc1ccc(S(=O)(=O)Nc2cccc(-n3cnnn3)c2)cc1,-1%,-5%,12%
COC(=O)C1=C(N)Oc2cc(C)n(Cc3cccnc3)c(=O)c2C1c1cccc(OC)c1OC (configuration not stated),-6%,12%,0%
O=C(OCn1nnc2ccccc2c1=O)c1cc2ccccc2o1,-27%,-2%,-8%
FC(F)(F)c1nc(NCc2cccnc2)c2ccccc2n1,-2%,0%,?
CC1(C)NC(=O)N(CCOc2cccc(Oc3ccccc3)c2)C1=O,-4%,6%,-10%
O=C(c1ccccc1)C1CCN(CC(=O)N2CCN(c3ccccc3)CC2)CC1,-1%,-2%,?

# Part of the list above, reformatted:
SMILES: COC(=O)C1=C(N)Oc2cc(C)n(Cc3cccnc3)c(=O)c2C1c1cccc(OC)c1OC (configuration not stated)
  GCN5L2 inh = -6% | FEN1 inh = 12% | DT40 TDP1 CPT = 0%

SMILES: O=C(OCn1nnc2ccccc2c1=O)c1cc2ccccc2o1
  GCN5L2 inh = -27% | FEN1 inh = -2% | DT40 TDP1 CPT = -8%

# The listing continues:
SMILES,GCN5L2 inh,FEN1 inh,DT40 TDP1 CPT
O=C(O)C(Cc1c[nH]c2ccccc12)NS(=O)(=O)c1ccc(Cl)c(C(F)(F)F)c1 (configuration not stated),0%,-1%,0%
CCOC(=O)CSc1nnc([C@@H](NC(=O)OC(C)(C)C)C(C)C)o1,-4%,10%,-11%
Cc1ccccc1NC(=O)C1CCCN(C(=O)Nc2ccc(F)cc2)C1 (configuration not stated),-6%,-1%,-18%
Cc1nc2ccccc2c2oc(C(=O)NCCN3CCN(C)CC3)cc12,-5%,-26%,?
CCOC(=O)C1(Cc2ccc(OC)cc2)CCN(C(=O)c2ccc3[nH]ccc3c2)CC1,-21%,?,9.2µM*
O=c1[nH]cc(C(F)(F)F)cc1NS(=O)(=O)c1ccc([N+](=O)[O-])cc1,-5%,0%,-3%
CC(=O)N1CCCN(C(=O)c2ccc3nc(Cc4ccccc4F)oc3c2)CC1,-7%,-4%,3%
CC(=O)NC1=C(N(C)C2CCS(=O)(=O)C2)C(=O)c2ccccc2C1=O (configuration not stated),-4%,11%,8.2µM*
C=C(C)C(=O)N1CC2(CC(c3cccc(NC(=O)/C=C\C)c3)=NO2)C[C@H]1C(N)=O (some centres not stated),-3%,-15%,-3%
O=C(CSc1nc2c(c(C(F)(F)F)n1)CCc1ccccc1-2)NCc1ccco1,-1%,3%,16µM*
Cc1noc(C)c1S(=O)(=O)N1CCCC1C(=O)NC(C)(C)C (configuration not stated),-4%,5%,13%
Cc1c(C(=O)N/N=C/c2ccc(Cl)cc2)[nH]c2ccc(Cl)cc12,4%,-2%,0.82µM*
O=C(Nc1ccc(-c2cscn2)cc1)C1CCCN(Cc2ccccc2)C1 (configuration not stated),-4%,-3%,?
COc1ccc(C(C)(C)C)cc1NC(=O)CCc1c(C)noc1C,-4%,2%,?
CC(C)N(C(=O)[C@H]1C[C@H](CC(=O)NCCC2=CCCCC2)C(=O)N2CCc3c([nH]c4ccc(Cl)cc34)[C@]12C)C(C)C,-12%,-6%,29µM*
COc1ccc(CNCCCSc2nnnn2-c2ccccc2)cc1,-9%,-9%,?
Cn1c(=O)c2sccc2n2c(CCCC(=O)NCc3ccc(F)cc3)nnc12,-1%,-7%,3%
Cc1cc(C)nc(NS(=O)(=O)c2ccccc2)n1,1%,-6%,-6%
CCOc1cccc(C(=O)Nc2ccc(-c3nc4cc(C)cc(C)c4o3)cc2)c1,-16%,-1%,-11%
Cc1ccc(SCC(=O)OCC(=O)NCCc2ccc(S(N)(=O)=O)cc2)c(C)c1,-3%,-3%,9%
CCOC(=O)C(=O)Cc1cccnn1,.,-8%,4%
OCCN1CCN(CC(O)COCC2COc3ccccc3O2)CC1 (configuration not stated),1%,12%,4%
COc1ccc(NS(=O)(=O)c2cccc(C(=O)NCC(c3ccco3)N(C)C)c2)cc1 (configuration not stated),-1%,-4%,-10%
Nc1ncnc2c1ncn2C1CCCC1,-4%&-23%,14%,-15%
Cc1cc2nc(-c3cccc(NC(=O)c4ccc(Br)o4)c3C)oc2cc1C,0%,-5%,?
COc1ccc(NC2CC(=O)N(C)C2=O)cc1 (configuration not stated),-14%,3%,-6%
N#CC1C=Cc2c(ccc3ccccc23)N1C(=O)c1ccccc1 (configuration not stated),.,-25%,0.58µM*
CCCn1c(=O)c2[nH]cnc2n(-c2ccc(Cl)cc2)c1=O,-1%,4%,-3%
COc1ccc(N2CCN(Cc3nc4c(c(=O)[nH]c(=O)n4C)n3CCCc3ccccc3)CC2)cc1,-2%,-7%,-3%
COc1ccc(NC(=O)C2CCN(c3cc(-c4ccccc4)nc4ncnn34)CC2)cc1OC,-3%,2%,18µM*
COc1ccc(CN2CCN(C(=O)c3ccc(S(=O)(=O)NCc4ccco4)cc3)CC2)cc1F,-17%,4%,9.2µM*
Cc1c(NC(=O)C(C)(C)Oc2ccc(Cl)cc2)cccc1-c1nc2ncccc2o1,-12%,-23%,16µM*
Cc1c(C(=O)c2ccccc2)c2ccccn2c1CCC#N,3%,11%,-2%
CN(C)CCCN1C(=O)C(=O)/C(=C(/O)c2ccncc2)C1c1cccc(Br)c1 (configuration not stated),-22%,-3%,2%
O=C(O)c1cc(-c2ccncc2)nc2ccc(S(=O)(=O)N3CCOCC3)cc12,-7%,-4%,9%
O=C(Nc1ccccc1N1CCOCC1)c1cccc(Oc2ccccc2)c1,-7%,-4%,?
CSc1cccc(NC(=O)c2ccco2)c1,3%,12%,-8%
N#Cc1ccccc1NC(=S)NC(=O)C1CCC1,-2%,11%,-26%
Cc1nn(-c2ccccc2)c(C)c1NC(=O)COC(=O)c1ccc(NC(=O)CC#N)cc1,.,-11%,12%
COc1ccc(NC(=O)N(CCN2CCCC2)Cc2cc3cc(OC)c(OC)cc3[nH]c2=O)cc1,-7%,-2%,-9%
CCNc1ncc2nc(CCc3ccccc3)c(=O)n(CCC#N)c2n1,-18%,.,?
O=C(COc1ccc(S(=O)(=O)NCc2ccccc2)cc1Cl)NCC1CCCO1 (configuration not stated),-7%,-5%,-14%
CCOc1cc(/C=N/O)ccc1OCc1ccc(F)cc1,-3%,-13%,?
CSc1ccc(CN(C)C(=O)c2cccc(S(=O)(=O)N3CCN(Cc4ccccc4)CC3)c2)cc1,-9%,3%,16µM*
CC(OCCN1CCCC1)(c1ccc(F)cc1)c1ccc(F)cc1,3%,4%,?
COc1cc(/C=C2\SC(=S)N(C(C(=O)O)c3ccccc3)C2=O)ccc1O (configuration not stated),-8%,-26%,0%
CCN(CC)CCOC(=O)c1ccc(NC(=O)CSc2cc(=O)n(CC)c3ccccc23)cc1,-11%,-4%,-24%
CN(C)c1oc(/C=C/c2cccs2)nc1S(=O)(=O)c1ccccc1,-1%,10%,-8%
COc1ccc(S(=O)(=O)N(C)C[C@H]2Oc3c(cccc3N(C)C)C(=O)N([C@H](C)CO)C[C@@H]2C)cc1,-3%,3%,?
Cn1c(=O)c2c(nc(Sc3ncccn3)n2Cc2ccccc2Cl)n(C)c1=O,-8%,9%,?
COc1ccc(/C=C2\N=C(SC)SC2=O)cc1OC,-10%,8%,4%
COc1ccc(N2CCN(S(=O)(=O)c3ccc(-c4ccno4)cc3OC)CC2)cc1,-10%,5%,-11%
CC1CCN(C(=O)CN(C2CCCCC2)S(C)(=O)=O)CC1,2%,7%,-17%
O=C(O)c1ccc(Nc2ncc([N+](=O)[O-])cc2[N+](=O)[O-])cc1,-7%,-3%,-3%
CCSc1nnc(Cn2c(=O)sc3ccccc32)n1-c1ccc(OC)cc1,-1%,-2%,12%
C[N+]1(CCOC(=O)C2(c3ccccc3)CCCC2)CCCCC1,-14%,-1%,-14%
CC(C)(C)NCCCCOc1ccc(F)cc1,-1%,10%,-5%
Cc1oc2ccc(O)c(CN3CCN(C)CC3)c2c1C(=O)Nc1ccccc1,-8%,1%,-29%
O=C(CN1CCN(c2ccc(F)cc2)CC1)NCc1ccc(F)cc1,2%,-5%,-11%
O=C(CSC1=NCCS1)Nc1ccnc2ccccc12,135%[activator],2%,6.5µM*

# For convenience, 13 of the compounds above.
SMILES,GCN5L2 inh,FEN1 inh,DT40 TDP1 CPT
CN(C)c1oc(/C=C/c2cccs2)nc1S(=O)(=O)c1ccccc1,-1%,10%,-8%
COc1ccc(S(=O)(=O)N(C)C[C@H]2Oc3c(cccc3N(C)C)C(=O)N([C@H](C)CO)C[C@@H]2C)cc1,-3%,3%,?
Cn1c(=O)c2c(nc(Sc3ncccn3)n2Cc2ccccc2Cl)n(C)c1=O,-8%,9%,?
COc1ccc(/C=C2\N=C(SC)SC2=O)cc1OC,-10%,8%,4%
COc1ccc(N2CCN(S(=O)(=O)c3ccc(-c4ccno4)cc3OC)CC2)cc1,-10%,5%,-11%
CC1CCN(C(=O)CN(C2CCCCC2)S(C)(=O)=O)CC1,2%,7%,-17%
O=C(O)c1ccc(Nc2ncc([N+](=O)[O-])cc2[N+](=O)[O-])cc1,-7%,-3%,-3%
CCSc1nnc(Cn2c(=O)sc3ccccc32)n1-c1ccc(OC)cc1,-1%,-2%,12%
C[N+]1(CCOC(=O)C2(c3ccccc3)CCCC2)CCCCC1,-14%,-1%,-14%
CC(C)(C)NCCCCOc1ccc(F)cc1,-1%,10%,-5%
Cc1oc2ccc(O)c(CN3CCN(C)CC3)c2c1C(=O)Nc1ccccc1,-8%,1%,-29%
O=C(CN1CCN(c2ccc(F)cc2)CC1)NCc1ccc(F)cc1,2%,-5%,-11%
O=C(CSC1=NCCS1)Nc1ccnc2ccccc12,135%[activator],2%,6.5µM*

# Compound activity from PubChem BioAssay.
